SKN-1 block – suppressors of acrylamide-induced Pgst-4::GFP reporter in worms, primary screen, SKN-1 inhibitor project, whole organism, uHTS, GFP/RFP fluorescence ratio, strain VP596 | C. elegans VP596 Pgst-4::GFP/RFP ratio, 24 h | inhibition, % at 21.8 µM | 0.49% of 360,000 active | AID 624304, 2012;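 active = interference check ratio from 0.5 to 1.5 plus GFP to RFP signal ratio inhibition reaching or exceeding a fixed threshold, cut at about 30% in these data, passing the limit was not always enough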; note: some compounds called inactive have numbers as strong as hits
PABP1 MLLE inh – inhibitors of PABP1 MLLE–PAM2 peptide binding, primary screen, biochemical, fluorescence polarization, FITC-PAM2, GST-MLLE; inhibition, % at 20 µM; 0.36% of 360,000 active; in the data active = inhibition above about 35%, passing the limit was not always enough;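 note: plate controls were DMSO wells with GST-MLLE for no effect and wells lacking GST-MLLE protein for full effect; some results filed as inactive read as strong as hits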
CendR NRP1 mod – modulators of CendR peptide binding to NRP-1, primary screen, biochemical, fluorescence polarization, uHTS | FAM-RPARPAR peptide binding to NRP-1 | Neuropilin-1 (Homo sapiens), O14786 | inhibition, % at 25 µM | 0.85% of 360,000 active;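 active = inhibition or corrected inhibition above about 18%, plus a signal ratio from 0.5 to 1.5, limit read from the data, passing the limit was not always enough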; note: strong numbers were not always called active
Target sequence (O14786 whole entry, looked up): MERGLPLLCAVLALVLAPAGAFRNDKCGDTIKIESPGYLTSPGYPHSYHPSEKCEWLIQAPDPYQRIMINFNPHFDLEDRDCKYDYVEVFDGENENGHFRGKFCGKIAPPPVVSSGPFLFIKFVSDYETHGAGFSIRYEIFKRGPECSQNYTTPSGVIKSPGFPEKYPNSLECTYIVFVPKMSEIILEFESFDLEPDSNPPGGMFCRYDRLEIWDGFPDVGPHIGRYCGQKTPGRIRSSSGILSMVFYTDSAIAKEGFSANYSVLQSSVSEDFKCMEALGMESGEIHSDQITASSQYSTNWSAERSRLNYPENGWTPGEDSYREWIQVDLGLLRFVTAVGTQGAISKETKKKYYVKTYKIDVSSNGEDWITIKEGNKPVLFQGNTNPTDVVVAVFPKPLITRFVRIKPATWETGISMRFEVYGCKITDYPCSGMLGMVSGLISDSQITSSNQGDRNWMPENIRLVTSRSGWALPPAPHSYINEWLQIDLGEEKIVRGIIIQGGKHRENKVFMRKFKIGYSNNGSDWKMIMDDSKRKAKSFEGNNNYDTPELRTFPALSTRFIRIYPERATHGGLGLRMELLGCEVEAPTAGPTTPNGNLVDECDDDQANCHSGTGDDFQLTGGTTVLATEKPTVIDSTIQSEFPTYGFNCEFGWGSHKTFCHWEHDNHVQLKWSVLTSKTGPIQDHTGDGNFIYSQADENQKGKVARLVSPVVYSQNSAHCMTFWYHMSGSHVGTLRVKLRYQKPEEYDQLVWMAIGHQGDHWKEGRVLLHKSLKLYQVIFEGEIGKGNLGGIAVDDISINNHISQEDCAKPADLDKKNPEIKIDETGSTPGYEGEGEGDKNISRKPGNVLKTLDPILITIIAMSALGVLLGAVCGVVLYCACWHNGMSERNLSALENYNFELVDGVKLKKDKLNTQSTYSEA
MsrA act – bovine MsrA enzyme activators, primary screen, biochemical, absorbance, HTS; purified bovine MsrA, absorbance read-out; AID 602163, 2012; 0.3% of 360,000 active; Methionine sulfoxide reductase A (Bos taurus); activation, % at 10.6 µM; in the data active = activation above about 7.5%;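 note: 0% = vehicle and 100% = reference activator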
MsrA inh – bovine MsrA enzyme inhibitors, primary screen, biochemical, absorbance, HTS. 0.75% of 360,000 active. inhibition, % at 15.5 µM. purified bovine MsrA, absorbance read-out. Methionine sulfoxide reductase A (Bos taurus); in the data active = inhibition above about 4.5%;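 note: 0% = vehicle wells with enzyme and 100% = reference inhibitor wells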
FAS TE block – FAS thioesterase domain inhibitors, primary screen, biochemical, fluorescence intensity, uHTS; Fatty acid synthase (Homo sapiens), P49327; recombinant FAS-TE, OMFH fluorogenic substrate, fluorescence endpoint; inhibition, % at 15 µM; 0.67% of 360,000 active; AID 602261, 2012;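 active = compounds whose normalised, plate-corrected inhibition of enzyme fluorescence in the single-dose primary screen is 50% or more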;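 note: 0% = DMSO with enzyme and 100% = substrate without enzyme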
TbMetRS inhib – T. brucei MetRS inhibitors, primary screen, biochemical, luminescence. purified T. brucei MetRS, ATP depletion, Kinase-Glo luminescence. inhibition, % at 11.9 µM. 0.4% of 360,000 active. AID 624268, 2012;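 active = inhibition above a per-plate cutoff of the control wells' mean inhibition plus 3 SD, cut at about 5.5% in these data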;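 note: 0% = DMSO wells median and 100% = median of wells with control inhibitor compound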
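Test system: purified T. brucei MetRS enzyme. Also added: ATP, methionine and E. coli bulk tRNA substrates. Compound: 11.9 µM single point. Schedule: 15 min enzyme-compound preincubation, 2 h reaction, 10 min detection, 25 °C. Signal: luciferase luminescence of residual ATP, Kinase-Glo. Evaluation: percent inhibition versus plate control medians. Controls: DMSO wells, low control.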
MT1-MMP act inh – blockers of MT1-MMP proenzyme processing, primary screen, HT1080 RFP-PRO-GFP cells, GFP/RFP fluorescence; Matrix metalloproteinase-14 (Homo sapiens), P50281; GFP/RFP ratio fluorescence, overnight; percent of plate control window, DMSO zero; GFP/RFP ratio change, % at 20 µM; 0.061% of 360,000 active; AID 651647, 2012;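 active = GFP/RFP ratio change of at least 30% with cell ATP level not reduced by more than half and red fluorescence within 50% of control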; note: strong numbers were not always called active
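Assay system: HT1080 cells carrying an RFP-PRO-GFP reporter | Dosing: Single dose of 20 µM compound, 1% DMSO final | Incubation: Cells overnight before dosing, compound overnight, 37 °C, 5% CO2 | Evaluation: GFP/RFP fluorescence ratio | Control set: DMSO and RFP-L50D-GFP cell wells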
E coli Lon inh – inhibitors of E. coli Lon protease, primary screen, biochemical, fluorescence polarization | purified E. coli Lon protease | inhibition, % at 7.94 µM | AID 602123, 2011 | 0.42% of 360,000 active; in the data active = inhibition above about 13%, passing the limit was not always enough;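 note: 0% = enzyme with probe and DMSO and 100% = no enzyme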
* hit, by the source's call; . = not tested or not shown.

The line under a structure holds: SKN-1 block | PABP1 MLLE inh | CendR NRP1 mod | MsrA act | MsrA inh | FAS TE block | TbMetRS inhib | MT1-MMP act inh | E coli Lon inh
CC1CCC/C(=C\Nc2ccc(C(=O)O)c(O)c2)C1=O (centres undefined)
 : 0 | -6 | -14 | -3 | 1.0 | -1 | 0.5 | -1 | 12
Nc1nc(NCC2CCCO2)nc(Nc2ccc(Cl)cc2)c1[N+](=O)[O-] (centres undefined)
 : 30 | -6 | 13 | -2 | 0.6 | 6 | -0.6 | -1 | 6
COc1ccc(N(CC(=O)NCCc2ccccc2)C(=O)CCC(=O)Nc2nccs2)c(OC)c1
 : -1 | -14 | 4 | -2 | 1.1 | 1 | 0.1 | -2 | 4
Cc1ccccc1C(=O)Nc1ccc(S(=O)(=O)N2CCOCC2)cc1
 : 18 | -4 | 3 | 2 | . | -5 | -0.5 | 1 | -1
Cc1nnc(SC(C)C(=O)NCC2CCCO2)n1-c1ccccc1 (centres undefined)
 : -10 | 7 | -4 | -4 | -0.5 | -6 | -0.8 | -6 | 0
Cc1ccc(S(=O)(=O)N2[C@H](c3ccccc3)CC(=O)[C@@H]3CN(S(=O)(=O)c4ccccc4)[C@H](c4ccccc4)C[C@@H]32)cc1
 : -1 | -6 | 7 | -10 | -1.1 | 83* | -1.1 | -3 | -7
CCN(CC(=O)NCc1ccc(Cl)cc1)C(=O)c1cc(OC)cc(OC)c1
 : 28 | 9 | 2 | 0 | 1.6 | 0 | 0.0 | 1 | -2
CCOCc1nnc(NC(=O)C2CCN(C(=O)c3ccco3)CC2)s1
 : 8 | 6 | 0 | 0 | 1.0 | -3 | -0.6 | 2 | 4
Fc1ccc(OCc2nc3ccccc3s2)cc1
 : 38* | -3 | -2 | -2 | 0.2 | 8 | -0.2 | -4 | 1
COc1ccc(/C=N/Nc2cc(C)nc(-n3nc(C)cc3C)n2)c(OC)c1
 : 2 | 3 | 9 | -6 | 2.3 | 8 | -0.6 | -3 | 2
CC(=O)c1ccc(-n2c(CCC(=O)O)ccc2-c2ccc(C)cc2)cc1
 : 4 | -1 | 0 | -3 | . | 2 | -0.9 | -7 | -19
O=C(CSc1ccccc1)Nc1ccc(C(=O)Nc2cccc(O)c2)cc1
 : 3 | 14 | 14 | -3 | 0.7 | -1 | 0.0 | 3 | -6
O=C(CCc1ccccn1)NC1CCCc2c1cnn2-c1ccc(F)cc1F (centres undefined)
 : -3 | -8 | 4 | -2 | -0.8 | -11 | -0.4 | -3 | 4
C/C(=N\OC(=O)c1c(-c2ccccc2Cl)noc1C)c1ccncc1
 : 4 | 1 | -5 | -2 | -0.3 | 3 | 0.3 | -6 | -10
Cn1nc(C(C)(C)C)cc1C(=O)N1CCCCC1c1cc(C(=O)NCc2ccccc2)no1 (centres undefined)
 : -5 | -9 | 20 | 2 | -0.6 | 1 | 0.3 | -5 | 1
O=S(=O)(c1ccc(F)cc1)N1CCN(Cc2nnc(-c3ccccc3)o2)CC1
 : -5 | -3 | 10 | -5 | 0.9 | -1 | -0.4 | 1 | -1
C=Cc1ccc(Cn2c(C)c(C(=O)NCc3ccc(C#N)cc3)sc2=O)cc1
 : 20 | -3 | -1 | 2 | -1.2 | 22 | -0.4 | 1 | -2
CC1c2[nH]c3ccccc3c2C[C@H]2C(=O)N(CCCN(C)C)CC(=O)N12 (some centres undefined)
 : -6 | -13 | 2 | -3 | 1.3 | -5 | -0.3 | 3 | 10
CCCCn1c(=O)[nH]c(=O)c2c1nc(Cn1ncc(Cl)c(Cl)c1=O)n2CCC
 : -14 | -31 | -19 | -6 | -2.0 | 10 | -0.6 | -12 | -2
CCn1c(CC(=O)Nc2cccc(OC)c2)nnc1SCC(=O)N1CCN(c2ccccc2)CC1
 : -11 | -9 | -1 | -4 | 1.0 | -4 | 0.1 | -6 | 5
CCOc1ccc(CN(C)C(=O)CNC(=O)C2CCCCC2)cc1OC
 : 4 | -5 | 9 | 0 | 0.1 | -4 | 0.2 | 2 | 4
CC(CN1CCC(O)CC1)c1ccccc1 (centres undefined)
 : 5 | -2 | 5 | -7 | 1.0 | -5 | -1.2 | 1 | -6
CCc1ccc(S(=O)(=O)NC2CCCCNC2=O)cc1 (centres undefined)
 : 7 | 0 | 4 | 1 | -0.3 | -4 | -0.3 | -2 | -5
CCC(C)[C@H]1CNC(=O)C(=O)N1CC1CCCCC1 (some centres undefined)
 : 0 | . | -6 | -3 | -0.2 | -1 | -0.7 | 10 | -6
O=C(c1ccccc1CCc1ccccc1)N1CCOCC1
 : -2 | -3 | -4 | 1 | -0.4 | 2 | -0.6 | -1 | -2
Cn1c(=O)[nH]c(=O)c2c1nc(SCC(O)CO)n2CCCc1ccccc1 (centres undefined)
 : 14 | -1 | 12 | -2 | 3.1 | -2 | 3.0 | 0 | -18
Cc1nn(-c2ccc(F)cc2)c(Cl)c1/C=C(\CCC(=O)O)c1nc2ccccc2s1
 : 15 | -21 | 14 | -5 | 0.1 | -1 | -1.0 | 6 | 0
COc1cc(NS(=O)(=O)c2ccc(NC(=O)CN3C(=O)c4ccccc4C3=O)cc2)ncn1
 : -8 | -18 | -5 | -4 | 0.5 | -3 | 0.3 | 4 | -3
O=C(O)CSc1nnc(-c2cc3ccccc3o2)n1-c1ccccc1
 : 8 | -108 | 0 | -8 | -0.1 | -7 | -1.4 | -3 | -15
COc1ccc(C2=NOC(C(=O)NCc3ccc(F)cc3)C2)cc1 (centres undefined)
 : -1 | 6 | 8 | -2 | 1.7 | -7 | -0.7 | 7 | -2

SKN-1 block, entries above that show a hit
structure	SKN-1 block	PABP1 MLLE inh	CendR NRP1 mod	MsrA act	MsrA inh	TbMetRS inhib	MT1-MMP act inh	E coli Lon inh
Fc1ccc(OCc2nc3ccccc3s2)cc1	38*	-3	-2	-2	0.2	-0.2	-4	1

New compounds follow
The line under a structure holds: SKN-1 block | PABP1 MLLE inh | CendR NRP1 mod | MsrA act | MsrA inh | FAS TE block | TbMetRS inhib | MT1-MMP act inh | E coli Lon inh
CCCc1nnc(NC(=O)C(=O)NCCN(C)C)s1
 : 16 | 5 | -1 | 0 | -1.2 | -4 | -0.6 | -2 | 2
COc1ccc(OC)c(NC(=O)C(CCS(C)(=O)=O)NC(C)=O)c1 (centres undefined)
 : -4 | 4 | 8 | -1 | -1.3 | -8 | -0.2 | 1 | 1
CC1(C)Oc2ccc3ccc(=O)oc3c2C(/C=N/O)=C1Cl
 : 2 | -103 | 13 | -2 | 0.9 | -4 | -0.3 | 0 | 1
COc1ccccc1CNC(=O)c1cccs1
 : -6 | -33 | -16 | 0 | -0.2 | -6 | 1.0 | -2 | -1
COc1ccccc1Nc1nnc(Cc2ccccc2)c(=O)[nH]1
 : 4 | -15 | 14 | -1 | 1.9 | -13 | 0.2 | -4 | -2
COc1cccc2cc(C(=O)NCc3ccc(Cl)cc3)c(=N)oc12
 : 18 | -127 | -14 | -1 | -0.4 | 3 | -0.5 | -5 | -4
CCOC(=O)C1=C(CC)OC(N)=C(C#N)C1c1ccc(OC)cc1OC (centres undefined)
 : -6 | 3 | -1 | -1 | -0.6 | 0 | 1.2 | 1 | -4
COc1ccc(CCNC(=O)CN2C(=O)COc3ccc(S(=O)(=O)N4CCOCC4)cc32)c(OC)c1
 : 2 | -4 | 5 | -2 | 0.0 | -4 | 0.4 | 1 | -5
Cc1ccc(S(=O)(=O)N(C)CC(=O)N2CCc3ccccc32)cc1
 : -19 | 4 | 7 | -2 | -0.2 | 8 | -1.3 | 4 | -5
CCC(C)NC(=O)CC(NS(=O)(=O)c1ccc(C)cc1)c1ccc(OC)cc1 (centres undefined)
 : -4 | 5 | 4 | -2 | -1.3 | -8 | 0.4 | 1 | -5
CCN(c1ccccc1)S(=O)(=O)c1cc(C(=O)NCC(c2ccc(OC)cc2)N(C)C)ccc1C (centres undefined)
 : 1 | 1 | 16 | 3 | -1.1 | 15 | -0.3 | -7 | 2
CN(CCOc1ccccc1)C(=S)Nc1ccc(OC(F)F)cc1
 : 6 | -132 | 3 | -2 | -0.4 | 19 | 0.5 | 3 | 5
O=C(CSc1nc(C2CC2)nc2ccccc12)Nc1cccc(O)c1
 : 3 | -4 | -6 | 0 | 0.2 | -5 | -0.3 | -4 | -14
O=S(=O)(Nc1ccc(S(=O)(=O)N2CCOCC2)cc1)c1ccccc1
 : 5 | -11 | -2 | 3 | 0.1 | -6 | -0.1 | 8 | 3
CCOC(=O)N1CCN(CC(O)COc2ccc(-c3ccccc3)cc2)CC1 (centres undefined)
 : 2 | -2 | 9 | 1 | -0.3 | -5 | 1.0 | 1 | -18
CCc1noc(C)c1C(=O)Nc1cccc(S(=O)(=O)N(C)c2ccccc2)c1
 : -14 | -4 | -8 | 0 | -0.6 | 2 | -0.1 | -5 | -5
Cc1cn(C2OC(COC(=O)c3ccccc3)C(O)C2O)c(=O)[nH]c1=O (centres undefined)
 : -8 | -3 | 0 | -9 | 0.2 | -7 | -1.5 | 5 | 0
O=C(CN1C(=O)NC2(CCCCC2)C1=O)Nc1cc(C(F)(F)F)ccc1N1CCCCC1
 : 6 | -13 | -8 | -1 | -1.2 | 18 | -0.2 | -2 | -15
CC1=CCC(C(=O)O)C(C(=O)O)C1 (centres undefined)
 : 8 | 9 | -6 | 0 | -0.2 | -5 | 0.0 | 5 | -8

By substructure: those above containing a Cl atom
The line under a structure holds: SKN-1 block | PABP1 MLLE inh | CendR NRP1 mod | MsrA act | MsrA inh | FAS TE block | TbMetRS inhib | MT1-MMP act inh | E coli Lon inh
Nc1nc(NCC2CCCO2)nc(Nc2ccc(Cl)cc2)c1[N+](=O)[O-] (centres undefined)
 : 30 | -6 | 13 | -2 | 0.6 | 6 | -0.6 | -1 | 6
CCN(CC(=O)NCc1ccc(Cl)cc1)C(=O)c1cc(OC)cc(OC)c1
 : 28 | 9 | 2 | 0 | 1.6 | 0 | 0.0 | 1 | -2
C/C(=N\OC(=O)c1c(-c2ccccc2Cl)noc1C)c1ccncc1
 : 4 | 1 | -5 | -2 | -0.3 | 3 | 0.3 | -6 | -10
CCCCn1c(=O)[nH]c(=O)c2c1nc(Cn1ncc(Cl)c(Cl)c1=O)n2CCC
 : -14 | -31 | -19 | -6 | -2.0 | 10 | -0.6 | -12 | -2
Cc1nn(-c2ccc(F)cc2)c(Cl)c1/C=C(\CCC(=O)O)c1nc2ccccc2s1
 : 15 | -21 | 14 | -5 | 0.1 | -1 | -1.0 | 6 | 0
CC1(C)Oc2ccc3ccc(=O)oc3c2C(/C=N/O)=C1Cl
 : 2 | -103 | 13 | -2 | 0.9 | -4 | -0.3 | 0 | 1
COc1cccc2cc(C(=O)NCc3ccc(Cl)cc3)c(=N)oc12
 : 18 | -127 | -14 | -1 | -0.4 | 3 | -0.5 | -5 | -4

From PubChem
